Compound activity (PubChem)
NPY-Y2 PAM-ag: potentiates or activates human NPY-Y2 receptor | P49146 | cells expressing NPY-Y2, potentiator/agonist read-out | activation, % at 3.6 µM | 0.45% of 220,000 active | AID 1359; in the data active = activation above about 27%;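 also: cells stimulated with NPY near EC25 plus isoproterenol at EC100; 0% = vehicle plus submaximal agonist and 100% = vehicle plus saturating agonist; some results beyond the cut were filed as inactive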
Target sequence (P49146 whole entry, looked up): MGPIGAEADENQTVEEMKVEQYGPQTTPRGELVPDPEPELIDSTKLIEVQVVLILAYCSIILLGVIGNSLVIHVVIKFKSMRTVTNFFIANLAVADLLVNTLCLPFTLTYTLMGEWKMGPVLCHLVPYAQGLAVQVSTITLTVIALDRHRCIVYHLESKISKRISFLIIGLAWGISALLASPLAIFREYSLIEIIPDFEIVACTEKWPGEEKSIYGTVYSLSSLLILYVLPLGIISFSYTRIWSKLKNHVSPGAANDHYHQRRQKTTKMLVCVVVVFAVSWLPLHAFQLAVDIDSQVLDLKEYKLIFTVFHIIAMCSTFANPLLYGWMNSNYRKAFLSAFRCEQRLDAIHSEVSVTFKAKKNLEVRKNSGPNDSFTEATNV
CHOP inh: inhibitors of CHOP induction in ER stress response | CHO-K1 CHOP-promoter luciferase, tunicamycin-induced, 15-18 h | 3.8% of 220,000 active | AID 2732 | inhibition, % at 10 µM;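 active = compounds that reduced the stress-induced luciferase reporter signal by more than about 70% of percent inhibition, limit read from the data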;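 also: 0% = tunicamycin plus vehicle and 100% = wells without tunicamycin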
NPY-Y1 antag: antagonists of human neuropeptide Y receptor Y1 | P25929 | HEK293-CNG Y1 cells, membrane potential fluorescence; NPY at EC95, then isoproterenol | inhibition, % at 3.6 µM | 1% of 200,000 active | AID 1040;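 active = inhibition above the campaign mean inhibition of all tested compounds plus 3 SD, cut at about 20% in these data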;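 also: 0% = DMSO wells given NPY plus isoproterenol and 100% = isoproterenol alone without NPY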
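Material: HEK293 Y1/CNG channel cell line | Also added: NPY (25 nM), isoproterenol (1 µM), Ro 20-1724 (25 µM) | Compound: One concentration, 3.6 µM, in 0.4% DMSO | Schedule: 3 h dye uptake, 1 h room-temperature compound, 45 min post-isoproterenol | Signal: Membrane-potential fluorescent dye readout | Read-out: % inhibition of NPY effect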
NPY1 pot ag: human NPY-Y1 potentiation or agonism, primary screen | P25929 | NPY-Y1 expressing cells, potentiator/agonist activation | activation, % at 3.6 µM | 0.37% of 220,000 active | AID 1304; in the data active = activation above about 33%, passing the limit was not always enough;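 also: cells stimulated with NPY at EC10 then isoproterenol at EC100; 0% = low agonist plus stimulus and 100% = saturating agonist plus stimulus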
TRPML3 agonist: activates the human TRPML3 channel | Q8TDD5 | HEK293 TRPML3-YFP, Fluo-8 calcium fluorescence; 100% = the carbachol control signal | activation, % at 3 µM | 0.29% of 220,000 active | AID 1448;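 active = activation above its plate's cutoff, the mean activation of the plate's test wells plus 3 SD, cut at about 12% in these data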;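 also: 0% = DMSO only wells and 100% = carbachol wells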
Target sequence (Q8TDD5 whole entry, looked up): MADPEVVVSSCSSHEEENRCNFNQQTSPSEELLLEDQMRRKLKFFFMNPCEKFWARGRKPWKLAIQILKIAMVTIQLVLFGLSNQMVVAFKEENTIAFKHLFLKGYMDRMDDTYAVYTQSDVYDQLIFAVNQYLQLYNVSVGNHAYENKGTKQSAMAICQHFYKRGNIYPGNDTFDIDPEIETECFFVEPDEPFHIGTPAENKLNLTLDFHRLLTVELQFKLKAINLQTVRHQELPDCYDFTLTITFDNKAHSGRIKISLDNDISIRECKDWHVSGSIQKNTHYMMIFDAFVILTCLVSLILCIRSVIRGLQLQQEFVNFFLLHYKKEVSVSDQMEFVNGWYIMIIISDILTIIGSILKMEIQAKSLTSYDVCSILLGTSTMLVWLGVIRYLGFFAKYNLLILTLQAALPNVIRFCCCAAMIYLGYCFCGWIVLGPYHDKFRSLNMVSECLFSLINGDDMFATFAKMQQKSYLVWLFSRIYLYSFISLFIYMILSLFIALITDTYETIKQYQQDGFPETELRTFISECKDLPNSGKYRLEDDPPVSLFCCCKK
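Material: TRPML3-YFP stable HEK293 cells | Dosing: One concentration, 3 µM nominal, 0.3% DMSO | Timing: 125 s total fluorescence read per well | Technique: Fluo-8 calcium dye fluorescence, ex 470-495, em 515-575 nm | Measure: Percent activation from peak-to-basal fluorescence ratio, scaled between DMSO and carbachol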
S1P4 agonist: agonists of human S1P4 receptor. O95977. S1P4-expressing cell line, agonist reporter assay. activation, % at 4.98 µM. 0.35% of 220,000 active. AID 1509; in the data active = activation above about 11%;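 also: 0% = DMSO vehicle and 100% = reference agonist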
zfTRPN1 agonist: agonists of zebrafish TRPN1 channel | AID 1424 | 0.18% of 220,000 active | activation, % at 3 µM | HEK293 zebrafish TRPN1-YFP, Fluo-8 calcium fluorescence; 100% = response to 87 µM carbachol;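 active = activation above its plate's cutoff, the mean activation of test wells on that plate plus 3 SD, cut at about 19% in these data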;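 also: 0% = DMSO alone and 100% = 87 µM carbachol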
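Assay system: Zebrafish TRPN1-YFP in HEK293 cells | Incubation: Dye loading 1 h at 37 °C, then 30 min room temperature | Measured by: Kinetic Fluo-8 fluorescence, ex 470-495, em 515-575 nm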
EP2 mod: modulators of human EP2 prostaglandin E2 receptor | P43116 | EP2-expressing cells, cAMP HTRF FRET, PGE2 co-stimulation | induction, % at 25 µM | 0.83% of 260,000 active | AID 940;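 active = compounds whose cAMP rise, as percent of the full-agonist control response, exceeds 60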;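 also: rat C6 glioma line stably carrying human EP2 under a CMV promoter; the protocol text gives 20 µM as final concentration; 100% = response of wells given 1 µM PGE2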
S1P4 antagonist: blocks the human S1P4 receptor; S1P4-expressing cells, antagonist mode, reporter read-out; 0.26% of 220,000 active; inhibition, % at 4.98 µM; O95977; in the data active = inhibition above about 29%;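 also: 0% = wells stimulated with agonist and 100% = vehicle wells without agonist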
The depositor's hits bear a star; . = not tested or not shown. Random draw from the library; 6.5% or so of the library scored in one or more.

SMILES	NPY-Y2 PAM-ag	CHOP inh	NPY-Y1 antag	NPY1 pot ag	TRPML3 agonist	S1P4 agonist	zfTRPN1 agonist	EP2 mod	S1P4 antagonist
O=C(NC1CCCCC1)c1ccccc1C(F)(F)F	8.1	14.3	4.3	16.1	0.6	0.3	-0.6	-10.5	7.7
COc1ccc(N2CCN(c3nc4c(c(=O)n(C)c(=O)n4C)n3Cc3ccccc3)CC2)cc1	17.9	30.4	-10.5	-10.2	-1.2	-0.6	-3.6	69.1*	-2.0
CCN(Cc1cc(=O)n2ccsc2n1)c1cccc2ccccc12	-14.5	34.1	0.1	-7.7	-0.4	-0.5	-1.3	31.6	-5.6
O=C(CSc1nc2c(sc3ccccc32)c(=O)n1-c1ccccc1)NCc1ccco1	3.7	14.5	9.7	-6.5	0.1	2.4	-1.2	23.5	-8.8
CC(C)(C)c1cc(-c2n[nH]c(=S)n2-c2ccccc2F)n[nH]1	11.6	-12.0	.	-13.4	-0.5	-0.8	2.8	0.1	-0.9
O=C(CN1C(=O)NC2(CCCC2)C1=O)Nc1ccc(F)c(F)c1F	-4.3	8.1	-1.4	7.4	0.9	-0.4	0.1	13.4	-13.0
COCCN(Cc1nc(C2(c3ccc(C)cc3)CCCC2)no1)C(C)C	-10.3	8.2	3.0	11.1	0.6	-0.1	0.4	16.8	-2.4
COc1ccccc1CN1C[C@@H]2C[C@@H](c3ccccc3OC)N3CCC[C@@]23C1=O	-32.9	13.7	.	1.4	-0.2	0.3	-0.8	-3.9	-13.1
CC(=O)Nc1ccc(SCC(=O)OCC(=O)NC(=O)NC2CCCC2)cc1	-4.5	24.7	-4.2	11.7	0.7	-2.1	-0.1	14.8	11.0
COc1ccc(-n2nc(C(=O)Nc3cc(OC)c(OC)c(OC)c3)c3ccccc3c2=O)c(OC)c1	-18.9	7.5	1.9	17.7	0.5	-0.8	-0.1	-4.8	-22.1
COc1ccc(NC(=O)C2CCCN(S(=O)(=O)c3cccc4nonc34)C2)cc1 (stereo not given)	0.1	47.4	-1.5	-12.4	0.9	-2.5	-1.0	11.6	-8.2
Cc1cc[n+](CC(=O)Nc2nc3ccccc3s2)cc1	-16.9	29.5	2.7	3.3	1.0	0.5	1.7	17.2	-11.8
CCc1c(C(=O)OC)nnc2cc(C)nn12	-11.6	13.1	0.6	-6.5	-0.3	1.4	0.0	6.3	-25.4
CCOC(=O)N1CCN(C(=S)NC(=O)c2ccc(F)c(F)c2)CC1	13.9	-26.6	1.9	6.6	-0.5	-2.1	0.3	33.5	-3.1
CCn1c(SCC(=O)Nc2ccc3c(c2)OCO3)nnc1-c1ccccc1O	-6.8	-12.0	-4.0	-7.0	0.5	0.2	1.0	13.7	13.2
O=C(/C=C\Nc1ccc2c(c1)OCO2)c1ccc2c(c1)OCO2	-1.6	37.4	6.3	-15.1	0.5	0.7	0.9	7.0	-4.0
CCOc1ccc(OCC)c(NC(=O)CCn2c(=O)oc3ccccc32)c1	-5.5	35.4	2.3	-3.2	-1.6	2.5	1.4	5.0	-9.6
CCOC(=O)/C(C#N)=C/c1ccc(N2CCCCC2)cc1	-15.8	11.9	19.0	-6.0	2.8	2.0	2.0	12.3	-8.4
CC(C)(C)C1CCc2sc(-c3nnc(CCl)o3)cc2C1 (stereo not given)	5.9	-14.6	-0.9	8.7	0.3	0.8	-2.4	-8.9	-5.3
CC(NC(=O)C(=O)N/N=C/c1ccccc1)c1ccccc1 (stereo not given)	1.2	70.9*	1.3	2.9	0.2	0.5	-1.2	-6.2	-3.6
Fc1ccc(NC2=NCCCCC2)cc1	-4.8	12.0	2.3	-3.9	1.0	-0.3	1.8	-9.8	-5.4
CCOC(=O)CC(=O)Nc1ccn[nH]1	0.9	-11.2	.	18.2	0.1	1.6	2.8	-1.1	-1.8
O=C(Nc1ncnc2sc3c(c12)CCCCC3)c1ccc(F)cc1	0.2	67.5	15.1	-6.9	-0.1	0.3	-1.2	8.0	-1.7
Cc1cnc(NC(=O)c2ccc3c(c2)C(=O)N(Cc2ccco2)C3=O)s1	0.4	61.2	-1.3	-3.9	1.1	0.9	2.4	0.2	-6.7
Cc1ccc(-n2c(SCc3ccc(C#N)cc3)nnc2-c2ccccn2)cc1	-16.0	28.6	0.4	-14.3	-1.2	-1.0	0.5	37.9	3.7
C=CCNC(=S)NN=C1CCCCCCC1	3.1	-42.0	-2.8	-6.6	0.0	-1.7	0.1	-24.6	0.5
O=C(NCCN1CCN(c2ccccc2F)CC1)c1cccn2c(=O)c3ccccc3nc12	1.0	76.1*	2.4	-6.4	-0.3	1.0	0.5	28.5	-14.5
O=C(CS(=O)(=O)Cc1ccccc1)NCc1ccco1	-2.5	9.6	-2.3	-5.7	0.9	-0.2	1.2	-19.1	12.1
COc1cc(NC(=O)C(Cc2ccccc2)n2cccc2)cc(OC)c1 (stereo not given)	14.9	17.3	.	23.0	-0.5	1.4	1.5	4.8	14.3
COC(=O)C1=NN(C(=O)c2cccc(Cl)c2)C(O)(C(C)(C)C)C1 (stereo not given)	-3.5	-35.1	4.1	10.4	0.2	0.8	1.7	-4.0	-13.0
CC(=O)NC(=S)Nc1ccccc1N1CCCCC1	-12.5	37.8	-2.0	7.8	-0.7	-0.9	-2.1	35.4	-14.8
CC(C)CC(=O)Nc1ccccc1N1CCN(c2ccccc2)CC1	-12.5	13.8	7.4	-23.9	-1.3	-0.1	-2.6	16.4	-2.7
CCC(C)n1c(SCC(=O)/C(C#N)=C(\C)N)nc2ccccc2c1=O (stereo not given)	18.8	18.4	-6.2	14.7	0.3	-1.5	-0.5	12.8	-21.8
Nc1nnc(CCCCCc2nnc(N)s2)s1	17.9	8.5	-0.8	5.9	1.5	0.5	3.0	18.9	-0.8
COc1ccc(NC(=S)N2CCCCC2c2cccnc2)cc1 (stereo not given)	-22.7	12.3	.	-5.1	-0.1	-0.5	2.9	-7.1	-8.0
Cc1ccc2c(c1)NC(=O)C(CC(=O)NCCCN1CCN(c3cc(C)ccc3C)CC1)O2 (stereo not given)	-34.8	40.6	4.4	-24.9	-0.2	-1.3	0.4	-27.8	1.3
COc1ccccc1OCC(=O)N(Cc1nc(-c2ccccc2)no1)C1CCCCC1	-6.4	60.0	3.2	5.2	0.7	-0.8	-0.9	25.9	-9.3
CC(C)Cc1nc2c(nnn2Cc2ccccc2F)c(=O)[nH]1	-16.6	11.6	.	-18.3	-0.8	-0.5	-1.6	12.9	-3.1
O=C(Nc1cccc([N+](=O)[O-])c1)C1CC(=O)N(C2CCCCC2)C1 (stereo not given)	-6.6	30.1	6.7	-0.2	1.6	2.3	1.2	-22.2	-2.3
CCCCCCc1cc2cc(C(=O)Nc3ccc(OC)cc3)c(=O)oc2cc1O	9.7	-21.7	-0.1	7.8	1.2	10.9	0.8	-37.1	-6.5

3 entries from above, ordered by their value in NPY1 pot ag, ascending.
SMILES,NPY1 pot ag
Cc1ccc(-n2c(SCc3ccc(C#N)cc3)nnc2-c2ccccn2)cc1,-14.3
O=C(Nc1cccc([N+](=O)[O-])c1)C1CC(=O)N(C2CCCCC2)C1 (stereo not given),-0.2
CCOC(=O)CC(=O)Nc1ccn[nH]1,18.2

Continuation:
SMILES	NPY-Y2 PAM-ag	CHOP inh	NPY-Y1 antag	NPY1 pot ag	TRPML3 agonist	S1P4 agonist	zfTRPN1 agonist	EP2 mod	S1P4 antagonist
COc1ccc(-c2ccc(-c3noc(-c4ccco4)n3)c(OC)n2)cc1	6.5	72.0*	78.0*	-3.0	0.3	0.0	-0.1	38.4	-11.8
N#C/C(=C(/O)Cc1cccc2ccccc12)c1nc2ccccc2s1	-9.0	22.0	-1.1	4.0	1.4	-1.3	0.0	-46.3	-7.1
S=c1[nH]nc(-c2cc(-c3ccccc3)n[nH]2)n1/N=C/C(Br)=C/c1ccccc1	-20.3	-14.4	.	-3.7	0.6	-0.2	-0.1	0.9	34.8*
O=C(Oc1oc(-c2ccco2)nc1C=Nc1ccc(Cl)cc1)c1ccco1	3.4	-11.0	4.5	0.5	0.2	0.6	1.3	-28.9	-15.9
COC(=O)CC/C(O)=C1\C(=O)CC(C)(C)CC1=Nc1ccccc1OC	-4.8	-1.3	-0.5	-16.6	0.6	2.4	-1.4	29.3	-0.2
Cc1ccc(NC(=O)CNCC2CCCCC2)cc1S(=O)(=O)N(C)C	-8.3	0.5	.	-7.4	0.5	0.3	0.9	-51.1	-10.2
C=CCOc1ccc(C2C(C(=O)c3ccco3)=C(O)C(=O)N2CCCN(CC)CC)cc1 (stereo not given)	0.0	-21.5	5.7	28.9	1.1	-2.1	-0.3	23.1	-20.9
CN(Cc1cn(C)nc1-c1ccccc1F)Cc1nccn1C	-4.3	31.0	2.1	7.2	0.8	1.8	0.6	8.1	-2.7
O=C(COc1ccccc1)NC(=S)Nc1ccc2c3c(cccc13)CC2	-3.3	5.2	-0.5	7.5	0.3	2.5	1.0	54.7	-5.0
N#Cc1cc2c(nc1SCC(=O)N1CCCCC1)CCCC2	14.4	-5.2	2.3	14.2	-1.2	-1.1	-0.5	-5.5	-15.1
Cc1cc(C)n(C(=O)CSc2ccc(Cl)cc2)n1	-4.0	-9.0	16.5	-15.6	-0.2	-2.6	1.4	33.9	-8.5
CC(C)OC(=O)n1c(=S)oc2ccccc21	-8.9	49.2	-4.0	-23.0	0.7	0.2	1.8	30.2	-4.5
CCOC(=O)c1ccc2[nH]c3ccccc3c2c1	9.5	34.8	-2.4	-1.2	0.2	-0.7	-1.3	1.4	-6.7
Cc1ccc(NC(=O)c2ccc(OC(F)F)cc2)cc1S(=O)(=O)N(C)C	3.7	-10.8	6.4	10.4	4.1	2.3	6.2	-3.4	-15.2
NS(=O)(=O)c1ccc(CNC(=O)Cc2c(F)cccc2Cl)cc1	13.2	2.5	-0.7	11.6	1.0	-0.5	2.5	11.2	-7.7
CCn1c2ccccc2c2nc3cc(OC)c(OC)cc3nc21	-0.4	-18.5	2.1	15.3	2.4	0.8	-0.5	20.2	4.5
Cc1ccc(-c2nc(N3CCOCC3)sc2C(=O)N2CCOCC2)cc1	-0.4	-3.9	1.8	3.1	0.9	1.3	1.0	19.8	-2.6
COc1ccc(C(C)(C)C)cc1NC(=O)CCCn1c(=O)oc2ccccc21	9.7	39.1	1.1	-5.2	-0.6	4.6	-1.7	-10.0	-14.8
COc1ccc(CC(=O)Nc2ccc(C(C)=O)cc2)cc1	13.6	-29.3	-9.2	37.2*	-0.7	-0.9	-0.7	-18.3	-31.7
Cn1c(-c2cccc(OCc3ccccc3)c2)nc2c1c(=O)[nH]c(=O)n2Cc1ccccc1	4.5	106.3*	0.2	-0.9	0.3	-3.9	0.0	37.8	-7.3
O=S1(=O)C=CC(Sc2nc3ccccc3[nH]2)C1 (stereo not given)	-1.0	30.4	2.7	-31.5	0.0	1.4	1.7	15.0	4.6
